Compound activity as filed in PubChem BioAssay.
TDP2 inh: TDP2 (human) inhibition, absorbance primary screen; O95551; recombinant TDP2, T5PNP hydrolysis, p-nitrophenol absorbance 415 nm; inhibition, % at 12.8 µM; hit rate 0.34% among 370,000;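 active = inhibition above the mean of all tested compounds plus 3 SD, set per campaign, cut at about 25% in these data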;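 also: 0% = DMSO with enzyme and 100% = buffer with substrate but no TDP2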
Target sequence (O95551 whole entry, looked up): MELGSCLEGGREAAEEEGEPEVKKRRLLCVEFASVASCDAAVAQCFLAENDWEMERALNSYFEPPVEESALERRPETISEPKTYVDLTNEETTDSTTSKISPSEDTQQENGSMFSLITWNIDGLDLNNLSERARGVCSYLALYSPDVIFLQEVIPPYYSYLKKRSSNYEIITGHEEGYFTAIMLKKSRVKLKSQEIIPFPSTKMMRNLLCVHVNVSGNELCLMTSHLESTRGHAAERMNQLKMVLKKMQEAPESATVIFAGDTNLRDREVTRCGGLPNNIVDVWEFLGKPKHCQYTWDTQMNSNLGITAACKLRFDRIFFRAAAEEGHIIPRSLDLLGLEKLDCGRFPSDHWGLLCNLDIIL
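Test system: Human TDP2 enzyme | Reagent: 5 mM T5PNP | Compound dosing: 12.8 µM single point, 1% DMSO | Incubation: Enzyme reaction with compound for 2 h at 37 °C | Technique: p-Nitrophenol epi absorbance | Read-out: % inhibition relative to enzyme-containing and enzyme-free wells | Benchmarks: High control without enzyme, low control DMSO plus TDP2 | Replicates: Singlicate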
PG9 binder: PG9 antibody binding by small molecule | TR-FRET gp120-PG9 antibody binding | inhibition, % at 6.7 µM | hit rate 0.43% among 360,000 | AID 624416; in the data active = inhibition above about 8.5%
LEDGF integ inh: blocks HIV-1 LEDGF/p75-dependent DNA integration. TR-FRET IN-LEDGF/p75 DNA integration, Eu/Cy5. inhibition, % at 3.7 µM. hit rate 0.64% among 370,000;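 active = inhibition above the screen-wide mean plus 3 SD, cut at about 13% in these data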;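 also: signal is the Cy5 over europium emission ratio at 671 and 618 nm; 0% = plate median of compound wells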
rCAG binder: r(CAG) repeat RNA binding; hit rate 1.3% among 370,000; inhibition, % at 3 µM; TO-PRO-1 dye displacement fluorescence; AID 651821;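 active = inhibition above the plate cutoff, the mean of all test compounds on that plate plus 3 SD, cut at about 35% in these data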;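 also: 0% = DMSO alone and 100% = 100 µM mitoxantrone as full dye displacement; higher means more dye released from RNA so lower well fluorescence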
PRMT1 inh: PRMT1 (human) inhibition, primary screen. recombinant PRMT1, activity-based probe fluorescence polarization. inhibition, % at 2.79 µM. hit rate 1.3% among 370,000;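 active = inhibition above about 21% made by adding two undisclosed values, limit read from the data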
Target sequence (Q99873 whole entry, looked up): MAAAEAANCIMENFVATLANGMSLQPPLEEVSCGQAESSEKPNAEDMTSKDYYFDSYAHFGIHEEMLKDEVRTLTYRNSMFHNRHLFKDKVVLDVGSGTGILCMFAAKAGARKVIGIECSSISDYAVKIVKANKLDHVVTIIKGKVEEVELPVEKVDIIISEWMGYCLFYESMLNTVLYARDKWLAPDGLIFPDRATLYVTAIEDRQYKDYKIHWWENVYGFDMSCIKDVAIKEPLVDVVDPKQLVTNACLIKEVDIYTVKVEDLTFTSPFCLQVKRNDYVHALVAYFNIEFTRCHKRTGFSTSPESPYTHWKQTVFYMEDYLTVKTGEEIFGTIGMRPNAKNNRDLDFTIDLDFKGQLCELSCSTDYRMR
HTRA1 inh: blocks human HTRA1 serine peptidase; Q92743; recombinant HTRA1, FP-rhodamine activity-based probe, fluorescence polarization; inhibition, % at 5.96 µM; hit rate 0.5% among 340,000; AID 504803; in the data active = inhibition above about 36%;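 also: 0% = enzyme with DMSO and 100% = wells lacking enzyme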
SIAE primary: blocks human sialic acid acetylesterase. SIAE FP-Rh probe binding, fluorescence polarization. inhibition, % at 9.66 µM. hit rate 0.69% among 370,000. AID 1053197;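 active = inhibition above a cutoff: mean of compounds within the control limits plus 3 SD of those, cut at about 17% in these data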;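 also: 0% = plate median of compound wells and 100% = probe without SIAE protein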
mABHD4 FP: ABHD4 (mouse) inhibition, primary FP screen. Q8VD66. hit rate 0.54% among 370,000. inhibition, % at 8.92 µM. purified mABHD4, FP-Rh probe fluorescence polarization;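 active = inhibition exceeding the mean over every tested compound plus 3 SD, cut at about 30% in these data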;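 also: 0% = plate median of compound wells and 100% = S159A mutant with DMSO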
Target sequence (Q8VD66 whole entry, looked up): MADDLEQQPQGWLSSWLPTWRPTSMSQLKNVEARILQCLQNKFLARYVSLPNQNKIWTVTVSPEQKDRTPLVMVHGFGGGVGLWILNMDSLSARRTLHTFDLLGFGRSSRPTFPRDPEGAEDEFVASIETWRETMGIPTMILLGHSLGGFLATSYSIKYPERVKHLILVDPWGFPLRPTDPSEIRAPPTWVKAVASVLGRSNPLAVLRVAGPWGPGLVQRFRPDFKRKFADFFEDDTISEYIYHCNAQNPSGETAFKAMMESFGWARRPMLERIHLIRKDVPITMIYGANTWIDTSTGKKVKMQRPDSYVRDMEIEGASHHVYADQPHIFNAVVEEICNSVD
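Test system: mouse ABHD4 enzyme, wild type. Reagent: FP-Rh fluorescent activity-based probe, added after compound pre-incubation. Timing: pre-incubation 45 min, probe exposure 60 min, at 25 °C. Technique: FP readout, ex 525 nm / em 598 nm. Benchmarks: high control S159A mutant with DMSO, low control median of compound wells.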
NR1D1 modulator: Rev-erb alpha (human) modulation; hit rate 0.79% among 370,000; activity, % at 10 µM; AID 1259318; Rev-erbα–FITC-DNA binding, fluorescence polarization, 90 min;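 active = activity above about 14%, limit read from the data; passing the limit was not always enough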;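 also: 0% = DMSO wells with 35 nM protein and 100% = DMSO wells with 750 nM protein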
TCR CD3 inh: human TCR-CD3 binding inhibition; TAMRA-labeled TCR probe fluorescence, biochemical; inhibition, % at 9.4 µM; hit rate 0.37% among 360,000; in the data active = inhibition above about 19%;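 also: recombinant mutant TCR 2C K166C tagged with TAMRA read by polarization; 0% = receptor in buffer alone and 100% = receptor with positive control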
Numbers without * were called inactive; . = not tested or not shown; & = joins results of further samples. These rows are one share of the data (hit frequency here may not be typical).

Sample of the layout (ten entries):
SMILES | TDP2 inh | PG9 binder | LEDGF integ inh | rCAG binder | PRMT1 inh | HTRA1 inh | SIAE primary | mABHD4 FP | NR1D1 modulator | TCR CD3 inh
CCOC(=O)C1=C(COC(=O)CCNS(=O)(=O)c2ccc(C)c(C)c2)NC(=O)NC1C (stereo unspecified) | -21 | 3.2 | 6 | -1 | 0 | -3 | -4 | 1 | -7 | -2
CC(C)C(=O)NC(=S)Nc1ccccc1C(=O)NC1CCCCC1 | 0 | 1.1 | -4 | -1 | 4 | 1 | -14 | 2 | 1 | -10
CCCC(=O)N1CCC1(C)C(=O)Nc1cccc(OC(C)C)c1 (stereo unspecified) | -9 | -1.4 | 2 | -3 | -2 | . | -10 | -6 | 4 | -6
Cc1cc(Oc2ccc(=O)n(C)n2)nc(SCc2ccccc2)n1 | -2 | 0.5 | 0 | -4 | -3 | 5 | -8 | 1 | 4 | 3
CC(=Nc1cccc(O)c1)c1sc2ccccc2c1O | 7 | -2.6 | -1 | 1 | 20 | 2 | 7 | -1 | 7 | 2
COC(=O)C12OCC34C(CC5C(C)=C(O)C(=O)CC5(C)C3C(O)C1O)OC(=O)C(OC(=O)C=C(C)C)C24 (stereo unspecified) | -13 | -0.8 | 2 | -1 | 4 | -1 | -3 | -14 | 2 | -3
CN(C)CCCSc1nc2ccccc2s1 | -1 | -2.3 | -4 | 1 | 14 | 4 | -2 | 2 | -4 | 6
Cn1cc(CN2CCC(O)CC2)c(-c2ccc(Oc3ccccc3)cc2)n1 | -13 | -3.1 | 9 | -2 | -3 | 5 | -5 | -13 | 7 | -4
CCN(C(=O)CC(C)C)c1nnc(Cn2nnc3ccccc32)s1 | 6 | -1.1 | -1 | -9 | -1 | 1 | 1 | -2 | 0 | 7
Cc1ccc(/C(N)=N/OC(=O)CCCc2ccccc2)cc1 | -13 | -1.0 | 1 | -3 | -2 | -2 | -4 | -7 | -1 | 3

This part in full, repeating the preview:
SMILES | TDP2 inh | PG9 binder | LEDGF integ inh | rCAG binder | PRMT1 inh | HTRA1 inh | SIAE primary | mABHD4 FP | NR1D1 modulator | TCR CD3 inh
CCOC(=O)C1=C(COC(=O)CCNS(=O)(=O)c2ccc(C)c(C)c2)NC(=O)NC1C (stereo unspecified) | -21 | 3.2 | 6 | -1 | 0 | -3 | -4 | 1 | -7 | -2
CC(C)C(=O)NC(=S)Nc1ccccc1C(=O)NC1CCCCC1 | 0 | 1.1 | -4 | -1 | 4 | 1 | -14 | 2 | 1 | -10
CCCC(=O)N1CCC1(C)C(=O)Nc1cccc(OC(C)C)c1 (stereo unspecified) | -9 | -1.4 | 2 | -3 | -2 | . | -10 | -6 | 4 | -6
Cc1cc(Oc2ccc(=O)n(C)n2)nc(SCc2ccccc2)n1 | -2 | 0.5 | 0 | -4 | -3 | 5 | -8 | 1 | 4 | 3
CC(=Nc1cccc(O)c1)c1sc2ccccc2c1O | 7 | -2.6 | -1 | 1 | 20 | 2 | 7 | -1 | 7 | 2
COC(=O)C12OCC34C(CC5C(C)=C(O)C(=O)CC5(C)C3C(O)C1O)OC(=O)C(OC(=O)C=C(C)C)C24 (stereo unspecified) | -13 | -0.8 | 2 | -1 | 4 | -1 | -3 | -14 | 2 | -3
CN(C)CCCSc1nc2ccccc2s1 | -1 | -2.3 | -4 | 1 | 14 | 4 | -2 | 2 | -4 | 6
Cn1cc(CN2CCC(O)CC2)c(-c2ccc(Oc3ccccc3)cc2)n1 | -13 | -3.1 | 9 | -2 | -3 | 5 | -5 | -13 | 7 | -4
CCN(C(=O)CC(C)C)c1nnc(Cn2nnc3ccccc32)s1 | 6 | -1.1 | -1 | -9 | -1 | 1 | 1 | -2 | 0 | 7
Cc1ccc(/C(N)=N/OC(=O)CCCc2ccccc2)cc1 | -13 | -1.0 | 1 | -3 | -2 | -2 | -4 | -7 | -1 | 3
Cc1[nH]c2ccccc2c1/C=N\NC(=O)c1ccco1 | 4 | -3.3 | -5 | 0 | 4 | 8 | 7 | 4 | 1 | -3
CCOc1ccccc1-c1cc(C(=O)N/N=C(\C)c2cccnc2)c2ccccc2n1 | 10 | -3.3 | 1 | 11 | 0 | -27 | -15 | -16 | -4 | 5
CCn1c(SCC(=O)Nc2ccc(NC(=O)c3cccs3)cc2)nnc1-c1cccnc1 | -3 | 1.2 | 3 | 4 | 1 | 2 | -6 | -14 | 2 | -7
O=C(Cc1ncc(C(F)(F)F)cc1Cl)NCc1cccnc1 | -1 | 1.3 | -3 | 0 | 2 | -1 | 0 | 5 | -3 | 0
CCOC(=O)c1nc(Nc2ccccc2C)c2ccccc2n1 | 6 | 1.6 | -2 | -6 | 1 | -2 | 2 | -14 | 2 | 6
CCOc1ccc(C(=O)NC2CCN(C(=S)Nc3ccccc3C)CC2)cc1 | -3 | -0.5 | 5 | -1 | -2 | -1 | 7 | -3 | -4 | 1
Cc1sc(N)c(C(=O)c2ccccc2)c1C | -12 | -2.5 | -7 | 7 | 41* | . | -1 | 2 | 3 | -5
COc1ccc(C2(CNC(=O)Cc3ccc(OC)c(OC)c3)CCOCC2)cc1 | -5 | -0.5 | -1 | -4 | -1 | 8 | -2 | 5 | -1 | 2
CCOc1ccc(C)cc1S(=O)(=O)Nc1ccc(Cl)cn1 | -15 | 0.8 | 5 | 0 | 5 | 6 | -9 | -6 | -3 | -7
Cc1ccc(-n2nc(C)c3c(C)c(CCC(=O)NCCCOC(C)C)c(C)nc32)cc1 | 7 | -0.1 | 5 | -6 | -2 | -2 | 0 | -2 | 1 | 3
COc1ccc(OCC(=O)N/N=C/c2ccc(OC)c(OC)c2C(=O)O)cc1 | 7 | -1.0 | 2 | -1 | 0 | 7 | 2 | 2 | 1 | -1
O=C(COC(=O)c1cccs1)Nc1cccc(S(=O)(=O)N2CCOCC2)c1 | 5 | -1.1 | 1 | 0 | 0 | -1 | -6 | -1 | 0 | 1
O=C(Cc1ccccc1)Nc1nnc(-c2cccc([N+](=O)[O-])c2)s1 | 10 | 0.5 | 2 | 1 | 2 | -2 | -4 | 7 | -3 | 1
CCOC(=O)CC(NC(=O)CCc1c(C)nc2nc(C)nn2c1C)c1ccc(OC(C)C)cc1 (stereo unspecified) | -14 | -2.1 | 0 | -5 | 0 | 4 | 3 | -3 | 2 | -6
CCOC(=O)C1=C(CN2CCN(C(=O)c3ccco3)CC2)NC(=O)NC1c1ccc(C)cc1 (stereo unspecified) | -18 | -2.9 | -2 | -4 | -3 | -2 | 1 | -6 | -4 | -6
(continued)
SMILES | TDP2 inh | PG9 binder | LEDGF integ inh | rCAG binder | PRMT1 inh | HTRA1 inh | SIAE primary | mABHD4 FP | NR1D1 modulator | TCR CD3 inh
COc1ccc(C)cc1NC(=O)NC(C)c1ccncc1 (stereo unspecified) | 0 | -0.3 | -2 | -3 | -1 | 3 | -3 | 1 | -4 | 8
CCn1cc(CNC(=O)CCc2nnc(CCC3CCCCC3)o2)cn1 | -15 | -2.6 | 8 | -7 | -1 | 3 | 3 | -7 | -4 | 3
CCSC(C)CC1C/C(=N/O)c2c(CC)noc2C1 (stereo unspecified) | -14 | -0.4 | -4 | -5 | -2 | -9 | 2 | -7 | -2 | 3
CCOCCCNC(=O)c1ccc2c(c1)OCO2 | 2 | -1.5 | 0 | 1 | 1 | 2 | 2 | 0 | -1 | 5
O=C(CSc1nc2ccccc2[nH]1)Nc1ccc(F)cc1 | 7 | -0.5 | -3 | 1 | 0 | -14 | -7 | -2 | 2 | 0
COc1cccc(C(=O)N2CCSC2=S)c1 | -8 | 2.1 | -1 | 1 | 0 | -1 | 1 | 7 | -1 | 10
CCn1c(CSc2nc(C)cc(C)n2)nnc1SCC(=O)Nc1ccccc1 | -2 | -0.9 | 3 | -2 | -4 | -3 | 6 | 2 | -2 | 7
O=C(O)c1cc(S(=O)(=O)N2CC3CC3C2C(=O)O)c(Cl)cc1Cl (stereo unspecified) | 18 | 0.3 | 0 | 1 | 2 | 1 | 5 | 7 | 2 | 4
CC#CC(=O)N1CCC(CCC(=O)N(C)Cc2ccccc2)CC1 | -12 | 1.3 | -4 | -6 | 4 | -3 | 3 | 1 | 3 | -6
O=S1(=O)CC(O)C(Nc2ccccc2)C1 (stereo unspecified) | -1 | -3.1 | 0 | 0 | -2 | -6 | 0 | 5 | 2 | 6
O=C(CSc1nncc2ccccc12)Nc1cccc(O)c1 | 13 | 0.1 | 2 | 4 | -2 | -5 | 9 | -3 | 2 | 1
FC(F)(F)c1ccc(NC2=NCCC2)cc1 | 3 | 0.2 | -3 | 0 | -1 | -11 | 7 | 1 | 2 | -2
O=C(Cn1c(=O)oc2ccccc21)Nc1nc(-c2ccc(Br)cc2)cs1 | 4 | -1.9 | 0 | 5 | 1 | -3 | -2 | 1 | -4 | -2
Cc1ccccc1CNCc1ccc2c(c1)OCO2 | -1 | -0.3 | 2 | 5 | 0 | 0 | 3 | 6 | 2 | 2
Nc1ccc(S(=O)(=O)N2CCC(Cc3ccccc3)CC2)cc1 | 5 | -2.8 | 4 | -2 | -4 | -9 | -2 | -5 | 3 | -3
O=C(c1ccc(Br)o1)N1N=C(c2ccc(Cl)cc2)CC1c1ccco1 (stereo unspecified) | 0 | 0.0 | -2 | 10 | 9 | -32 | -5 | -15 | 24* | 3
Cc1cc(F)cc(-c2cc(C(=O)NCc3ccc(C(F)(F)F)cc3)[nH]n2)c1 | 6 | -0.3 | 3 | 3 | 1 | . | -3 | -5 | -3 | -3
CCOC(=O)c1c(NC(C)=O)sc2c1C1CCN2CC1 | -6 | -0.4 | 2 | -6 | 0 | 2 | 2 | -6 | 6 | 1
CC1(C)CC(=O)C(=C2SCCCS2)C(=O)C1 | 4 | -0.7 | -2 | -4 | 1 | 6 | 5 | 3 | 12 | 6
CCn1c(CNc2ccccc2Cl)nnc1SCC(=O)NCc1ccccc1 | -1 | 1.0 | -1 | -8 | -1 | -6 | 0 | 4 | -3 | 0
COc1ccc(C(C)=NNc2ccc([N+](=O)[O-])cc2S(=O)(=O)Nc2ccccc2C(=O)O)c(OC)c1 | -12 | 0.0 | 7 | 77* | 3 | -130 | -18 | -3 | 8 | -3
O=C(COc1ccccc1C(=O)NCc1ccccn1)Nc1ccc(Br)cc1 | -1 | 1.3 | 0 | -2 | 4 | -8 | -12 | -10 | -1 | 3
C=CCCC1CN(Cc2ccc(OC)cc2)S(=O)(=O)c2c(Oc3ccc(C(C)C)cc3)cccc2O1 (stereo unspecified) | 1&7 | -1.9&-1.2 | 0&-1 | 8&7 | 2&-3 | . | -4&-5 | -1&-5 | 2&5 | -12&5
CCOC(=O)[C@H]1[C@H]2COc3ccccc3[C@@H]2N2C(=O)c3cc(OC)ccc3NC(=O)[C@@]12C | 12 | -0.5 | -1 | 1 | -1 | -11 | 4 | -10 | -9 | -2
O=C1[C@H]2[C@@H](c3ccc(F)cc3)N3C(=O)N(c4cccc(F)c4)C(=O)[C@@]3(Cc3ccccc3)[C@H]2C(=O)N1C1CCCCC1 | -10 | -1.9 | 1 | 2 | 0 | -18 | -10 | 4 | -6 | 6
